Mm-Cpn inhibitor – blocks the Methanococcus maripaludis chaperonin Mm-Cpn; purified Mm-Cpn ATPase, ADP Transcreener TR-FRET; Potency, µM (highest dose often 76.9 µM), without a hit: at the top dose activity, negative = inhibition, most hits filed as inhibitors; hit rate 0.031% among 330,000; AID 504842; further: potency means the concentration at half of the fitted maximal effect; on the % scale 0 is the no-effect control and ±100 the full control effect; nearly all actives have a fitted effect of over 80% in size
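Measured: ADP formation by purified Mm-CPN. Conditions: 25 nM protein, 10 uM ATP, Tris pH 7.4 with Mg2+, K+ and DTT, 37°C for 30 min. Detection: Transcreener HTRF after 30 min at room temperature.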
CCT modulator – modulators of cytosolic chaperonin (CCT/TRiC) activity | purified chaperonin ATPase assay, HTRF ADP detection, 30 min | activity change, % (test concentration not listed), hits read low | hit rate 0.3% among 360,000; in the data active means activity change below about -30%; further: on the % scale 0 is the no-effect control and ±100 the full control effect
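Enzyme 40 or 20 nM (batch-dependent) in Tris pH 7.4/KCl/MgCl2/DTT; cpd 76 uM single point; ATP 10 uM; 30 min 37 °C; Transcreener ADP HTRF detection, 30 min RT; ratio 665/615.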
D3 ag – D3 dopamine receptor (human) agonism; P35462; D3R DiscoveRx beta-arrestin cells, luminescence, 90 min; max activation, %; hit rate 0.58% among 410,000; in the data active means max activation above about 30%; further: 0% is about no effect; mostly tested at two doses, the higher about 12 µM
Target sequence (P35462 whole entry, looked up): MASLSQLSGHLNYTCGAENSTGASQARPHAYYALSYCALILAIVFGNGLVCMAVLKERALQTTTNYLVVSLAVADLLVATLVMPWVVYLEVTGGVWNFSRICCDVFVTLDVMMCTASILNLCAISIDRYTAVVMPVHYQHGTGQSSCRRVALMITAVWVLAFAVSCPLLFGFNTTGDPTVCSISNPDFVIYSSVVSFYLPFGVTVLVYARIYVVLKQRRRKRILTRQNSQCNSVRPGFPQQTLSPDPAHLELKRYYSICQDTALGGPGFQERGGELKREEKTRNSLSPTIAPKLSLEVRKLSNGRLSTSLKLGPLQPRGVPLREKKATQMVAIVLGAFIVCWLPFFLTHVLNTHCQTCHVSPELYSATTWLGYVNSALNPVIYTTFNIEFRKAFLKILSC
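Agonist mode: compounds and dopamine controls were applied to plated cells for 90 min at 37 degrees C after an overnight attachment at 1500 cells/well. Luminescent read-out followed 30 - 60 minutes at room temperature with DiscoveRx detection reagent.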
EPAC2 agonist – agonists of human EPAC2 (RAPGEF4); EPAC2 activation, biochemical qHTS; response scale: 100% = 6.5 mM cAMP response; Q8WZA2; AID 720711; Potency, µM (highest dose often 154 µM), for inactives: at the highest dose activation, hits mostly activators; hit rate 0.079% among 360,000; further: potency means the concentration at half of the fitted maximal effect; nearly all actives have a fitted effect of over 50% in size
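Each well held 100 nM EPAC2, 250 nM RAP1B-BODIPY-GDP and 50 uM GDP. Fluorescence, read at 5-min intervals to 30 min, was referenced to a 6.5 mM cAMP positive control.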
EPAC2 antagonist – EPAC2 (human) antagonism; Q8WZA2; EPAC2 GEF exchange of Rap1B-BODIPY-GDP, fluorescence; Potency, µM (titrated, usually from 114 µM), for the others: top-dose activity, negative = inhibition, most hits filed as inhibitors; hit rate 0.18% among 360,000; AID 720708; further: potency means the concentration at half of the fitted maximal effect; on the % scale 0 is the no-effect control and ±100 the full control effect; nearly all actives have a fitted effect of over 45% in size; many of its hits are not listed in these tables
PTHR1 agonist – activates the human parathyroid hormone receptor PTHR1. Q03431. HEK293 GP2 PTHR1 cells, GloSensor cAMP luminescence, 1 h. AID 743266. hit rate 0.075% among 410,000. Potency, µM (highest dose often 115 µM), for the others: top-dose activation, most hits filed as activators; further: potency means the concentration at half of the fitted maximal effect; nearly all actives have a fitted effect of over 55% in size; some results filed as inactive show a strong effect at the top dose; inactives centre near -15; many of its hits are not listed in these tables
Target sequence (Q03431 whole entry, looked up): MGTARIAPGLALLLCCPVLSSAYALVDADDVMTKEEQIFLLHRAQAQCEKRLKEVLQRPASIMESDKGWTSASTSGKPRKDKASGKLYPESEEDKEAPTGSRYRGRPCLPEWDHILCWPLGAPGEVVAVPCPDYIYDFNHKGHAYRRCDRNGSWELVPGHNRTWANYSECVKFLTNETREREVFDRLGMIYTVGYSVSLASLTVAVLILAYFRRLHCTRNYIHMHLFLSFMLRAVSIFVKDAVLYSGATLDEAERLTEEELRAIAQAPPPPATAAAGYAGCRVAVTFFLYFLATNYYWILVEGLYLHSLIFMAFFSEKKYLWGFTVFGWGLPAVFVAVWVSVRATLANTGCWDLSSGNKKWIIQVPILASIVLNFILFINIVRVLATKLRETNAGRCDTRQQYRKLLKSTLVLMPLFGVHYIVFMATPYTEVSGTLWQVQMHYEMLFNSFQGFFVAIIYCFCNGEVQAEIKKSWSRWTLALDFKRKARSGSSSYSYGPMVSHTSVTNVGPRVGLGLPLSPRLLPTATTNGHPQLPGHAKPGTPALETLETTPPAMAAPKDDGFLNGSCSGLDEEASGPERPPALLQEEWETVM
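HEK-293-derived GP2 cells expressing PTHR1 and a GloSensor cAMP reporter, 3,000/well, plated overnight, given luciferin plus IBMX (each 0.5 mM as added) for 1 h at 37 °C, then compound for 1 h at 37 °C. Luminescence was read after 15 min at room temperature.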
pAkt inh – blocks phosphorylation of Akt | Neuro2A IGF-stimulated pAkt S473 HTRF, 20 min; active compounds read low | activity change, % for hits at 50 µM | hit rate 0.32% among 360,000 | AID 651550; in the data active means activity change below about -80%; inconclusive means mostly about -51% to -80%; further: on the % scale 0 is the no-effect control and ±100 the full control effect
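Neuro2A cells in DMEM with 0.5% FBS, overnight at 37 deg C, given compound at single 50 µM final, then IGF (6 nM final) for 20 min at 37 deg C. Lysed; phospho-Akt Ser473 by HTRF after 24 h, 665/615 ratio.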
DRD3 antagonist – blocks the human D3 dopamine receptor. hit rate 2.5% among 360,000. P35462. max response, negative = inhibition, %. D3R cells, DiscoveRx beta-arrestin luminescence, antagonist mode; active compounds read low; in the data active means max response below about -50%; inconclusive means no clear call, values can overlap the other calls; further: on the % scale 0 is the no-effect control and ±100 the full control effect; mostly tested at two doses, the higher about 12 µM
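Cells expressing the human receptor were seeded at 1500 cells/well, incubated overnight at 37 degrees C in 5% CO2, then exposed to library compounds with dopamine controls for 90 minutes at 37 degrees C before luminescent detection.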
* marks the source's active call; other numbers are inactive results; i = inactive; ? = inconclusive; . = no result given; [ ] = remark or other dose. Unless noted, the call rests on the fitted dose curve; in most records, active means well fitted curve in the direction sought with a large enough effect; inconclusive means small, poorly fitted or top-dose-only effect, or another doubt; inactive means no such curve, though single readings can be large; an effect the other way counts as inactive or inconclusive.

1: Cc1ccc(S(=O)(=O)N2CCCOC2CNC(=O)C(=O)NCc2cccs2)cc1 (stereo not given)
2: Cc1cc(C)c2c(N)c3ccccc3nc2n1
3: CC1(C(=O)NCc2ccc(Cl)cc2)CCN1C(=O)Cc1cccs1 (stereo not given)
4: Cc1ccc(C(=O)Nc2ccc3nccnc3c2)cc1
5: CN1CCN(c2ncnc3c2ncn3[C@H]2CN(Cc3ccccc3)C[C@@H](CO)O2)CC1
6: COC(=O)/C(=C\C(=O)c1ccccc1)Nc1ccc(OC)cc1
7: CC1Cc2ccccc2N1C(=O)CSc1nnc(-c2ccc(S(=O)(=O)N3CCCC3)cc2)o1 (stereo not given)
8: Cc1ccc(C(=O)C2=C(O)C(=O)N(Cc3ccccc3)C2c2cccnc2)o1 (stereo not given)
9: O=C(NCC(=O)N(CCN1CCOCC1)C(C(=O)NC1CCCC1)c1ccccc1)c1cccs1 (stereo not given)
10: CC(O)c1nc2ccc(Cc3ccc4nc(C(C)O)[nH]c4c3)cc2[nH]1 (stereo not given)

Compound,1,2,3,4,5,6,7,8,9,10
pAkt inh,i,i,i,i,i,i,i,.,i,.
PTHR1 agonist,-19%,i,-14%,-13%,-17%,-7%,i,-7%[57.5 µM],i,i
CCT modulator,-1.7,1.8,1.5,-1.1,-2.8,-4.3,-2.3,-0.5,-0.2,-6.5
EPAC2 agonist,4%,8%,12%,-7%,4%,16%,-1%,-5%,4%,2%[15.6 µM]
EPAC2 antagonist,6%,12%,8%,16%,9%,-13%,7%,-8%,2%,6%
Mm-Cpn inhibitor,-1%,0%,.,0%,.,0%,-2%,-2%,-1%,1%
D3 ag,3,3,-5,3,7,19,-1,11,-16,-3
DRD3 antagonist,15,15,-8,1,3,8,16,31,-11,-23

11: O=C(COC(=O)Cc1cccc(F)c1)NC(=O)NC1CCCCC1
12: O=[n+]1c2c(n([O-])c3cc(Br)ccc31)CCC2
13: Cc1ccc(C(=O)/C=C/Nc2cccc([N+](=O)[O-])c2)o1
14: O=C(CSc1nnc(NC(=O)c2c(F)cccc2F)s1)NC1CC1
15: CCc1nc2ccc(C(=O)NCCOc3ccc(OC)cc3)cn2c1N(CCC(C)C)CCN(C)C
16: CCn1c2ccccc2c2cc(NC(=O)COC(=O)c3cc(Cl)c(N)cc3OC)ccc21
17: COc1ccc(-c2cc(C(=O)NNC(=O)c3csc(N4CCOCC4)n3)c3ccccc3n2)cc1
18: Cn1cc(-c2coc3c(C(=O)NCc4cccs4)cccc23)cn1
19: O=C(NCC(Cl)c1ccc2ccccc2c1)c1c(F)cccc1F (stereo not given)
20: Cn1c2c(c(=O)n(C)c1=O)CN(Cc1ccc(F)cc1)CN2

Compound,11,12,13,14,15,16,17,18,19,20
pAkt inh,i,i,i,i,i,i,i,i,i,i
PTHR1 agonist,-7%,-23%[57.5 µM],-2%,i,?,i,i,-16%,i,-8%[57.5 µM]
CCT modulator,-0.4,-0.1,-2.9,0.0,-2.5,1.7,1.7,-0.4,-9.6,-2.2
EPAC2 agonist,6%,6%,-15%,0%,4%,12%,0%,6%,9%,10%
EPAC2 antagonist,-13%,-3%,15%,1%,15%,5%,-2%,-8%,-8%,-8%
Mm-Cpn inhibitor,-1%,2%,-1%,2%,.,-5%,-5%,.,3%,2%
D3 ag,1,0,-1,-3,-28,26,4,5,-7,-13
DRD3 antagonist,-4,14,-4,12,-89*,-1,-7,7,?,4

Filtered by structure, the entries above containing an aryl thioether with sulfur outside any ring.
7: CC1Cc2ccccc2N1C(=O)CSc1nnc(-c2ccc(S(=O)(=O)N3CCCC3)cc2)o1 (stereo not given)
14: O=C(CSc1nnc(NC(=O)c2c(F)cccc2F)s1)NC1CC1

Compound,7,14
pAkt inh,i,i
PTHR1 agonist,i,i
CCT modulator,-2.3,0.0
EPAC2 agonist,-1%,0%
EPAC2 antagonist,7%,1%
Mm-Cpn inhibitor,-2%,2%
D3 ag,-1,-3
DRD3 antagonist,16,12

Going on with the list:
21: Cc1ccc(/C=C2\Oc3c(ccc(O)c3CN3CCN(C)CC3)C2=O)cc1
22: COc1ccc(C(=O)NC(=S)NCc2ccccc2)cc1
23: O=C(Cn1c2ccc(F)cc2c2nc3n(c(=O)c21)CCS3)NCC1CCCO1 (stereo not given)
24: CN(C)c1ccc(/C=C/c2nc3ccccc3c(=O)n2CCO)cc1
25: CCOC(=O)c1cnn2c(C(F)F)cc(C3CC3)nc12
26: Cc1ccc(Cl)cc1Nc1nc(N2CCOCC2)nc(N2CCOCC2)n1
27: CN(C)S(=O)(=O)c1ccc(N2CCCC2)c(C(=O)N2CCN(S(=O)(=O)c3ccc(F)c(F)c3)CC2)c1
28: COc1cccc(N2CCN(C(=O)c3ccc(CS(=O)Cc4ccccc4Cl)o3)CC2)c1 (stereo not given)
29: C=C1/C=C(\C)C(C)(O)CC(O)CC(=O)C(O)C(O)C(C)CC(C)OC(=O)/C(C)=C/CC/C=C/C(OC)C(O)CC(C)C1 (stereo not given)
30: O=C(O)c1ccc(S(=O)(=O)c2ccc3c(c2)C(=O)N(NC(=O)c2ccccc2)C3=O)cc1

Compound,21,22,23,24,25,26,27,28,29,30
pAkt inh,i,i,i,i,i,i,i,i,i,i
PTHR1 agonist,i,-26%,i,-1%,i,14%,i,-90%[inhibitor],-33%[inhibitor],i
CCT modulator,1.3,0.9,-6.1,-2.1,-1.7,-2.1,0.5,-3.3,0.0,1.0
EPAC2 agonist,1%,14%,2%,9%,-3%,16%,6%,11%,-1%,-5%
EPAC2 antagonist,3%,8%,7%,12%,-11%[57.1 µM],-18%,-5%,-9%,2%,3%
Mm-Cpn inhibitor,-7%,0%,0%,-9%,-1%,-5%,.,0%,-1%,2%
D3 ag,-5,5,-4,-1,4,4,19,-8,7,-1
DRD3 antagonist,-11,6,11,-18,0,-6,7,12,23,0

31: O=C(NC(c1ccc(Cl)cc1)c1cnccn1)C1CCN(CCOc2ccc(F)cc2)CC1 (stereo not given)
32: C[C@@H](NC(=O)C1(c2ccccc2)CCN(C(=O)OC(C)(C)C)CC1)C(=O)N[C@@H](C(=O)O)c1ccccc1
33: Cn1nnnc1Sc1ncnc2scc(-c3cccc4c3sc3ccccc34)c12
34: CC1(c2ccc3ccccc3c2)NC(=O)N(CC(=O)O)C1=O (stereo not given)
35: COc1ccc(C(=O)N(C)Cc2nc3ccccc3c(=O)[nH]2)cc1S(=O)(=O)N1CCCC1
36: Cc1ccc(S(=O)(=O)N2CCN(c3nc4ccccc4nc3-n3nc(C)cc3C)CC2)cc1
37: COc1ccc(-c2[nH]c(-c3cc(OC)c4c(c3)OCO4)nc2-c2ccccc2)cc1
38: COc1ccc(-c2cc(C(N)=O)nc(N3CCCCCC3)n2)cc1
39: CC(=O)N/N=C(\C)CC(=O)Nc1cccc2c1CCCC2
40: CC(C)(C)c1ccc(Oc2ccc(NC(=O)c3ccco3)cn2)cc1

Compound,31,32,33,34,35,36,37,38,39,40
pAkt inh,i,i,.,i,i,i,i,i,i,i
PTHR1 agonist,i,-33%[inhibitor],-26%,0%,?,i,-7%,i,i,-17%
CCT modulator,-0.9,-1.8,.,0.0,-0.1,-1.5,-0.1,-1.0,-3.1,-1.4
EPAC2 agonist,-1%,-6%,8%,-5%,9%,1%,10%,18%,12%,20%
EPAC2 antagonist,-4%,?,0%,-5%,10%,-9%,-1%,23%,3%,-25%
Mm-Cpn inhibitor,.,-3%,?,1%,-6%,-10%,-3%,?,?,-3%
D3 ag,-26,-14,.,-7,5,-1,4,-10,3,-1
DRD3 antagonist,?,?,.,6,0,-1,7,-10,6,-15

41: CN(CC1CCOCC1)C(=O)CC1C(=O)NCCN1Cc1ccc(-c2ccccc2)cc1 (stereo not given)
42: Cc1cc([N+](=O)[O-])nn1CC(=O)NNC(=S)Nc1ccc(F)cc1
43: Cc1ccc2c(c1)c1c3n2CCN(CC#N)C3CCC1 (stereo not given)
44: O=C(/C=C/c1ccco1)N1CCN(S(=O)(=O)/C=C/c2ccccc2)CC1
45: Cc1cccc(NC(=O)Nc2ccncc2)c1
46: Cc1cc(-c2ccccc2)nc2cc(C(=O)OC(C)C)nn12
47: O=C(CCCN1C(=O)/C(=C\c2ccccc2)SC1=S)Nc1cccc(C(=O)O)c1
48: CC(C)c1ccc(NC2CCCN(C(=O)c3ccc4nccnc4c3)C2)cc1 (stereo not given)
49: O=C(O)COc1ccc2c(c1)CCCC2

Compound,41,42,43,44,45,46,47,48,49
pAkt inh,i,i,i,i,i,i,i,i,i
PTHR1 agonist,-20%,i,-17%,-10%,i,i,-4%,-6%,i
CCT modulator,-1.9,-4.7,-0.2,0.4,-1.7,0.3,1.1,-1.4,-2.7
EPAC2 agonist,14%,17%,0%,13%,3%,20%,-1%,1%,-10%
EPAC2 antagonist,1%,-1%,-18%,-5%,-11%,12%,2%,1%,5%
Mm-Cpn inhibitor,1%,-21%,0%,-7%,1%,-2%,1%,2%,2%
D3 ag,12,-2,6,0,0,5,-2,-6,-12
DRD3 antagonist,0,-25,0,-5,17,9,-5,0,11

Entries from the list above that have a Cl atom:
3: CC1(C(=O)NCc2ccc(Cl)cc2)CCN1C(=O)Cc1cccs1 (stereo not given)
16: CCn1c2ccccc2c2cc(NC(=O)COC(=O)c3cc(Cl)c(N)cc3OC)ccc21
19: O=C(NCC(Cl)c1ccc2ccccc2c1)c1c(F)cccc1F (stereo not given)
26: Cc1ccc(Cl)cc1Nc1nc(N2CCOCC2)nc(N2CCOCC2)n1
28: COc1cccc(N2CCN(C(=O)c3ccc(CS(=O)Cc4ccccc4Cl)o3)CC2)c1 (stereo not given)
31: O=C(NC(c1ccc(Cl)cc1)c1cnccn1)C1CCN(CCOc2ccc(F)cc2)CC1 (stereo not given)

Compound,3,16,19,26,28,31
pAkt inh,i,i,i,i,i,i
PTHR1 agonist,-14%,i,i,14%,-90%[inhibitor],i
CCT modulator,1.5,1.7,-9.6,-2.1,-3.3,-0.9
EPAC2 agonist,12%,12%,9%,16%,11%,-1%
EPAC2 antagonist,8%,5%,-8%,-18%,-9%,-4%
Mm-Cpn inhibitor,.,-5%,3%,-5%,0%,.
D3 ag,-5,26,-7,4,-8,-26
DRD3 antagonist,-8,-1,?,-6,12,?

Only part of the results is shown; rates above refer to the full screens.
